Screening data (PubChem BioAssay)
Vif-A3G inh: Vif-A3G binding inhibition; 0.076% of 410,000 active; Q9HC16; HeLa A3G-eYFP + Vif (tagged APOBEC3G with the HIV-1 protein that degrades it), YFP fluorescence, overnight; Potency, µM (series often up to 46.1 µM), for inactives: at the top dose activity, negative = active, most hits filed as inhibitors; AID 602310;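 also: potency is read from the fitted curve at half-maximal effect; % is scaled to controls: 0 for no effect and ±100 for the full control effect; nearly all actives have a fitted effect of over 60% in size; hits raise eYFP signal because A3G escapes Vif-driven loss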
Target sequence (Q9HC16 whole entry, looked up): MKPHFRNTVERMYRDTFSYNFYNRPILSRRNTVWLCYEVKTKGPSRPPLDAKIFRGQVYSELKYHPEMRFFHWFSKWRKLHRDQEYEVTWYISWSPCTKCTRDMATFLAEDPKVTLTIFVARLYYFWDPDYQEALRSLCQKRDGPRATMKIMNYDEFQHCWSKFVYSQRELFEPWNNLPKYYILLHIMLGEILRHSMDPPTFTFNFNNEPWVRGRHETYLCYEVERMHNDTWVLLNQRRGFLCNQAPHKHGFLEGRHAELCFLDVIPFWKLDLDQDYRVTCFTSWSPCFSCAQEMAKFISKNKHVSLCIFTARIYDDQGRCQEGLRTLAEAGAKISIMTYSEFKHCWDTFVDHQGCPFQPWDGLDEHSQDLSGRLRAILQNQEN
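Read-out is eYFP fluorescence (Ex 488/Em 500-530) from Vif-expressing HeLa A3G-eYFP cells; more signal means A3G escaped Vif-mediated degradation. Cells plated overnight, compound pinned in, incubated overnight at 37 deg C.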
RGS4 inh: human RGS4 inhibition; P49798; Transcreener GDP fluorescence polarization, RGS4-accelerated GTP hydrolysis; Potency, µM (top dose mostly 114 µM), for the others: top-dose activity change, negative = inhibition, actives largely listed as inhibitors; 0.039% of 390,000 active; AID 504845; also: potency is read from the fitted curve at half-maximal effect; % is scaled to controls: 0 for no effect and ±100 for the full control effect; nearly all actives have a fitted effect of over 75% in size; some results filed as inactive show a strong effect at the top dose
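MLSMR compounds (23 nl, pin-transferred) preincubated 10 min at room temperature with a 500nM (2x) first reagent, then RGS4 at 900nM (2x) plus Transcreener GDP mix added; fluorescence polarization (620/688 nm) read before and after 90 min at 30 °C.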
D2 agonist: agonists of human D2 dopamine receptor | 0.53% of 340,000 active | HEK293 T-REx D2 cells, calcium flux agonist mode | AID 485358 | activation, % at 2 µM;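 active = activation over 3 SD above normal in the single-dose calcium agonist read, cut at about 30% in these data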; also: 0% is about no effect
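Calcium-flux readout, 1 cycle/sec over 180 s following compound pin transfer, in inducible HEK293 Trex D2 cells (force-coupled); dopamine controls included. Positive calcium responses during this window marked compounds as potential agonists.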
ERG Ets-DNA blk: ERG Ets/DNA interaction inhibition; fluorescence polarization, His-ERG Ets domain / labelled DNA; Potency, µM (series often up to 76.9 µM), inactives show at the highest dose FP activity, negative = inhibition, most hits filed as inhibitors; AID 624246; 0.028% of 370,000 active; active = well fitted inhibition curve with a large enough effect in the polarisation, with a control signal flat; inconclusive = small, poorly fitted or top-dose-only effect, or effect the other way, or a change in a side signal; inactive = no such curve, though single readings can be large or run the other way; the % refers to the polarisation;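 also: polarization taken with two DNA probes labelled with fluorescein and Texas red; potency is read from the fitted curve at half-maximal effect; % of control where 0% means no effect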
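His-tagged ERG Ets domain (1 uM in the protein solution; 300mM KCl, 50mM Tris-HCl, 1mM EDTA, 1mM DTT, pH 7.5) received compound, then a probe mix of 5 nM fluorescein-DNA and 100nM Texas-615-DNA. Fluorescence polarization was read for both dyes.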
ALOX12 inh: inhibitors of human 12S-lipoxygenase ALOX12 | P18054 | 1.1% of 580,000 active | AID 1671190 | Potency, µM (titrated, usually from 108 µM), without a hit: top-dose activity change, negative = inhibition, hits mostly inhibitors | purified 12hLO, xylenol orange hydroperoxide absorbance; also: potency is read from the fitted curve at half-maximal effect; % is scaled to controls: 0 for no effect and ±100 for the full control effect
Target sequence (P18054 whole entry, looked up): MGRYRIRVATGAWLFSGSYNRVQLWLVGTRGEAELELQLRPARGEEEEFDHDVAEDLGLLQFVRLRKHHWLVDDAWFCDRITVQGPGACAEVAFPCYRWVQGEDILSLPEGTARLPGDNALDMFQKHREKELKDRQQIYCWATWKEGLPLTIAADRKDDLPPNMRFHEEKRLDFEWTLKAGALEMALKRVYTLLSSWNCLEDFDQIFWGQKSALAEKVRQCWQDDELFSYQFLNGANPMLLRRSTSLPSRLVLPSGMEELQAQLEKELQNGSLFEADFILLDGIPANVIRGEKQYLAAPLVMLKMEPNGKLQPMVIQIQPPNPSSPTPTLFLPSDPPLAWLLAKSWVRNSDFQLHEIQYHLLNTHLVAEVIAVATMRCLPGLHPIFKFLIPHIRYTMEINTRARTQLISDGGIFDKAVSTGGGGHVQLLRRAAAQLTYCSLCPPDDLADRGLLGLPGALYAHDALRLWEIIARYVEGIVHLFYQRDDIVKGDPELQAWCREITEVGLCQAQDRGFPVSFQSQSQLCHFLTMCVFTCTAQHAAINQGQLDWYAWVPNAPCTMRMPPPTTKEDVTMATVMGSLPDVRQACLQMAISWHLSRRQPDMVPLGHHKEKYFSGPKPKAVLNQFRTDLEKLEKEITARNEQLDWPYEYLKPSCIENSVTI
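Purified human 12hLO (150 nM final) in 25 mM Hepes, 0.01% Triton X-100, pH 7.0 was preincubated 15 min at room temperature with compound. Then 40 uM arachidonic acid was added, 30 min. Hydroperoxide was read by Fe-XO absorbance ratio 573/405 nm.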
D2 antag: D2 dopamine receptor (human) antagonism. P14416. HEK293 TREx D2 cells, calcium flux, dopamine EC80. inhibition, % at 10 µM. 2% of 340,000 active. AID 485344; in the data active = inhibition above about 30%; also: 0% is about no effect
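Antagonism is scored as inhibition of an EC80 dopamine-evoked calcium signal in a force-coupled, tetracycline-inducible HEK293 T-REx D2 line, with compound present 180 s before agonist.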
LDHA inh: inhibitors of human lactate dehydrogenase A; P00338; purified LDHA, NADH/diaphorase-resazurin fluorescence; active compounds read low; activity change, % (values are at about 110 or 230 µM); 0.15% of 480,000 active; in the data active = activity change below about -30%; inconclusive = mostly about -25% to -30%;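 also: plate controls were DMSO wells for no effect and wells without enzyme for full effect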
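Human LDH5 at 2 nM final in Tris HCl pH 7.4 with 0.06 mM NADH and 0.2 mM pyruvate, reacted 5 minutes at room temperature. Remaining NADH coupled via diaphorase/resazurin; resorufin fluorescence read at 0 and 20 minutes, normalized to enzyme-free and DMSO wells.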
GRP78 ERSR act: induces the endoplasmic reticulum stress response in human glioma cells; U87-MG GRP78 promoter luciferase reporter, 16 h; Potency, µM, inactives show at the highest dose activation, usual class: activators; 0.02% of 420,000 active; also: potency is read from the fitted curve at half-maximal effect; series mostly up to about 76 µM; % of control where 0% means no effect; nearly all actives have a fitted effect of over 35% in size
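ERSR induction read as luciferase luminescence (Bright-Glo, 10 min at room temperature) in stably transfected human U87-MG glioma cells exposed to compounds for 16 h, using GRP78 as sensor.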
Vif-APOBEC3F blk: blocks the Vif interaction with APOBEC3F; HeLa A3F-eYFP + Vif (tagged APOBEC3F with the HIV-1 protein that degrades it), YFP fluorescence increase; Potency, µM (highest dose often 46.1 µM), for the others: at the top dose activity, negative = active; 0.2% of 390,000 active; AID 602313; also: potency is read from the fitted curve at half-maximal effect; % of control where 0% means no effect; nearly all actives have a fitted effect of over 65% in size
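Fluorescence increase (Ex 488/Em 500-530) after overnight compound treatment at 37 deg C flags inhibition of Vif-driven A3F-eYFP loss in stable HeLa A3F-eYFP/Vif cells seeded overnight beforehand.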
Active calls of the source: *; ? = inconclusive; / = not tested or not shown; & = joins results of further samples; [ ] = dose if it differs, or a comment. Unless noted, calls follow the shape of the dose curve; as a rule, active = well fitted curve in the direction sought with a large enough effect; inconclusive = small, poorly fitted or top-dose-only effect, or another doubt; inactive = no such curve, though single readings can be large; an effect the other way counts as inactive or inconclusive. An excerpt. The share of hits here may be higher or lower than overall.

Results follow in this order: Vif-A3G inh	RGS4 inh	D2 agonist	ERG Ets-DNA blk	ALOX12 inh	D2 antag	LDHA inh	GRP78 ERSR act	Vif-APOBEC3F blk
> Cc1ccc(C2Oc3ccccc3C3=C2C(c2cccs2)n2ncnc2N3)cc1 (configuration not stated)
 : ?	-10%	-0.9	-4%	0%	-16	-4	-6%	-1%
> CCc1nnc(NC(=O)CSc2nccn2-c2ccccc2)s1
 : 2%	11%	/	-2%	?	/	-6&7	-3%	-11%
> O=C(Cn1ccc2cc(S(=O)(=O)N3CCCCC3)ccc21)NCc1ccccc1Cl
 : -4%	-12%	/	4%	-29%	/	6	-1%	-11%
> CCN(CC)CCCNC(=O)c1cc(Nc2ccc(OC)cc2OC)nc2ccccc12
 : 1%	0%	1.0	?	-14%	-13	0	-2%	-9%
> CCC12CC3CC(C1)CC(C(=O)NNC(N)=O)(C3)C2
 : -1%	-2%	1.3	6%	364%[activator]	-5	-5	-3%	-12%
> CC(=O)Nc1cc2c(cc1NC(=O)c1cnccn1)OCCO2
 : -5%	-2%	-1.7	-1%	-18%	1	-5	-2%	2%
> COc1ccc(C=CC(=O)c2ccc3cc(OC)c(OC)cc3c2)cc1OC
 : -14%	/	/	/	8%	/	-3	-8%	-5%
> N#Cc1nc(COc2cccc(Cl)c2)oc1NCCc1ccccc1
 : -1%	-17%	0.5	-1%	0%	/	2	1%	-5%
> Clc1ccc(-n2nnc(-c3cccnc3Cl)n2)cn1
 : 2%	-17%	-0.3	9%	-24%	17	4	-1%	-1%
> COCCN(Cc1nc2ccccc2c(=O)[nH]1)C(=O)COc1cccc(C(C)=O)c1
 : 2%	20%	0.5	1%	-5%	0	-5	-2%	-22%
> CCOC(=O)c1ccc(NC(=O)CSc2nccn2Cc2ccc(OC)cc2)cc1
 : 11%	-34%	-0.6	-2%	2%	/	-4	-4%	1%
> Cc1cccc(NC(=O)CCS(=O)(=O)c2cccc3nsnc23)c1C
 : 0%&-1%	-22%&-46%	0.9&0.5	6%&1%	0%&0%	-29	7&-2	-2%&-3%	-6%&5%
> Cc1ccccc1CSc1nnc(NC(=O)C2COc3ccccc3O2)s1 (configuration not stated)
 : 0%	-14%	0.1	-2%	19%	-21	-2	-2%	1%
> COc1ccc(C)cc1CN(C)c1ccc(S(=O)(=O)N2CCN(C)CC2)cn1
 : 9%	-21%	-0.6	12%	-12%	-10	1	-2%	6%
> CN(C(=O)CSc1nc2ccccc2o1)C1CCCCC1
 : -5%	3%	/	-11%	-20%	/	-5	-5%	1%
> CCOC(=O)c1ccc(NC(=O)CSc2nc3c(c(=O)[nH]2)CN(Cc2ccccc2)CC3)cc1
 : -2%	21%	/	-1%	40%[activator]	/	0	0%	-5%
> C=CCn1c(N)c(C(=O)N2CCOCC2)sc1=S
 : -1%	7%	-0.4	6%	?	16	-6	0%	-15%
> Cc1onc(-c2c(F)cccc2Cl)c1C(=O)NCc1ccccn1
 : 0%	-9%	0.8	0%	21%	-7	-8	-1%	-7%
> CN(c1ccccc1)S(=O)(=O)c1ccc(C(=O)NCc2ccccn2)cc1
 : -2%	-27%	1.3	5%	-24%	11	0	-2%	2%
> CC(=O)Nc1ccc(S(=O)(=O)Nc2nc3ccccc3nc2Nc2ccccc2)cc1
 : -7%	2%	1.4	3%	-2%	-1	-9	-3%	7%
> C(=N\c1c(-c2ccccc2)nc2n1CCS2)/c1ccccc1
 : 0%	-43%	-0.1	-3%	-9%	4	-3	-3%	-5%
> CCCCN(CC)CCNC(=O)c1[nH]c(C)c(C(C)=O)c1C
 : -2%	13%	-0.1	-1%	0%	3	-3	-1%	-5%
> Cc1ccccc1CNC(=O)CN1C(=O)c2ccccc2S1(=O)=O
 : -3%	-6%	0.1	-5%	-23%	9	-10	-2%	-15%
> O=C(Cc1ccccc1[N+](=O)[O-])N1CCN(S(=O)(=O)c2ccccc2)CC1
 : 0%	15%	-0.8	5%	-7%	-12	-2	-7%	-9%
> CCN(Cc1ccccc1)C(=O)Cn1c(=O)n(-c2ccc(OC)cc2OC)c(=O)c2c(C)c(C)sc21
 : 0%	-14%&7%	0.4&-0.6	6%&4%	0%&-21%	2	-7&-11	-3%	-7%
> Nc1nc2c(C(=O)N3CCOCC3)nnn2c2ccccc12
 : -1%	-6%	0.7	-4%	-1%	0	-5	-9%	20%
> Cc1ccc2c(c1)N(C(=O)CCC(=O)N1CCC(C(N)=O)CC1)CC(C)O2 (configuration not stated)
 : 4%	10%	-0.8	15%	14%	-1	-1	-3%	-19%
> CCOc1ccc(C(=O)c2cn(CC(=O)Nc3ccc(C)c(C)c3)c3ccc(OCC)cc3c2=O)cc1
 : 1%	-14%	-0.1	0%	-1%	/	2	-2%	-3%
> CC1(C)CC(=O)C=C(c2ccc(-c3ccc4[nH]ccc4c3)cc2)C1=O
 : ?	/	/	/	-24%	/	-6	-5%	-8%
> Cc1ccc2nc3c(cc2c1)c(NC(=O)c1ccco1)nn3CC(C)C
 : -9%	8%	-0.7	-5%	6%	4	-16	-3%	-7%
> CCCCOc1ccc(C(=O)NCC(=O)NCc2ccncc2)cc1
 : -10%	15%	-0.1	/	7%	1	-2	-3%	-1%
> CC(OC(=O)c1nn(C(C)C)c(=O)c2ccccc12)C(=O)Nc1ncc(Cl)cc1Cl (configuration not stated)
 : 1%	4%	-0.7	/	-15%&-6%	0	-3&-10	-3%	12%
> C[C@H](NC(=O)c1nc[nH]c1C(=O)N[C@@H](Cc1ccccc1)C(=O)OCc1ccccc1)c1ccccc1
 : 3%	13%	2.8	0%	4%	-2	1	5%	2%
> C=CCOc1cccn2c(N(C)C(=O)c3ccc(OC)cc3)c(CC)nc12
 : -6%	/	/	/	0%	/	1	-1%	/
> CCNS(=O)(=O)c1cccc(C(=O)c2c(C)cc3ccccn23)c1
 : -6%	-17%	/	2%	?	-9	-6	-6%	-10%
> COc1ccccc1N(CN1CCCC1=O)C(=O)COc1ccccc1
 : -5%	14%	0.2	-9%	0%	-4	0	0%	-8%
> O=C(CCn1cnc2ccccc2c1=O)Nc1nc2c(s1)CCCC2
 : 3%	-13%	0.2	-4%	-21%	-4	-2	-6%	-2%
> Cc1cccc(C)c1NC(=O)Cn1c(CN2CCCCC2)nc2ccccc2c1=O
 : 1%	-8%	-0.1	-4%	3%	-27	-3	-3%	7%
> COc1ccc(C2C(C(C)=O)=C(O)C(=O)N2c2cccnc2)c(OC)c1 (configuration not stated)
 : -1%	-2%	0.4	-2%	?	11	4	-5%	-1%
> COc1ccc(F)cc1C1=CC(=O)C[C@H](c2ccc3c(c2)OCO3)C1
 : -27%	2%	-0.5	6%	-3%	-4	-8	1%	-2%
> COc1cc(NC(=S)NCCCN2CCOCC2)cc(OC)c1OC
 : -3%	13%	0.7	1%	-9%	-8	-7	-1%	12%
> c1ccc(-n2nnnc2-c2cccc3ccccc23)cc1
 : ?	14%	/	1%	-4%	/	-2	-3%	?
> CCOC(=O)C1=CCN(S(=O)(=O)c2ccccc2C(=O)OC)C1c1ccc(Cl)cc1 (configuration not stated)
 : -5%	/	/	/	-1%	/	-11	-5%	/
> COc1ccc(/C=N/Nc2nc(-c3ccc(C)cc3)c(NC(C)=O)s2)cc1
 : 2%	-22%	-0.4	7%	?	-2	-2	4%	?
> C/C=C/c1ccc(OCCSc2nc(C)cc(=O)[nH]2)c(OC)c1
 : 2%	5%	-0.3	2%	-5%	-4	3	8%	-4%
> CC(C)CNC(=S)N(CCN(C)C)Cc1cc2cc3c(cc2[nH]c1=O)OCO3
 : -3%	-5%	/	15%	0%	/	0	0%	-6%
> COc1cccc(-c2sc3ccc(OC)cc3c2-c2ccc(OCCN3CCOCC3)cc2)c1
 : -5%	1%	/	0%	?	/	-1	0%	-12%
> CC(=O)NCCc1cc2ccc(C)cc2[nH]c1=O
 : -6%	3%	0.0	2%	-15%	5	-7	-1%	-2%
> O=C(c1ccco1)N1CCN(C(=O)c2cccc3c2C(=O)N(Cc2cccnc2)C3)CC1
 : 5%	12%	-0.4	-2%	-1%	23	-11	-6%	5%
> COc1ccccc1CCNC(=O)C1(C)CC1(Cl)Cl (configuration not stated)
 : -10%	12%	1.7	-2%	?	-3	-3	-4%	1%
> COc1ccc(/C=C2/Sc3ccc(C(=O)N4CCc5ccccc5C4)cc3NC2=O)cc1
 : -7%	4%	0.4	1%	-19%	11	-8	5%	-12%
> CCOc1ccc(N(C)c2ccc(/C=C3/SC(=S)NC3=O)cc2)cc1
 : ?	-45%	23	130%[activator]	-26%	0	-6	-2%	?
> O=C(CSc1nc2ccccc2nc1N1CCOCC1)N1CCN(c2ccccc2)CC1
 : 2%	-6%	/	-8%	-3%	/	1	-1%	3%
> O=C(Cn1cc(COc2c(F)c(F)cc(F)c2F)nn1)c1ccc(O)cc1
 : 0%	-34%	/	10%	?	/	11	-2%	1%
> CC(=O)N1CCN(S(=O)(=O)c2ccc3c(c2)CC(=O)N3)CC1
 : -10%	-13%	1.5	20%	1%	6	2&0	-3%	1%
> CCN(CC)C(=O)[C@H]1C[C@H](CC(=O)NCCCN(C)C)C(=O)N2CCc3c([nH]c4cc(CCC(=O)N(C)C)ccc34)[C@]12C
 : -2%	6%	/	0%	-14%	/	0	-4%	7%
> O=C(N/N=C/c1cccc([N+](=O)[O-])c1)c1ccc(Br)cc1
 : 13%	?	-0.1	3%	9%	3	-20	-1%	-7%
